# Vif-A3G inh – inhibitors of Vif-APOBEC3G interaction; Q9HC16; HeLa A3G-eYFP + Vif (tagged APOBEC3G with the HIV-1 protein that degrades it), YFP fluorescence, overnight; Potency, µM (doses to about 46.1 µM), for the others: at the highest dose activity, negative = active, most hits filed as inhibitors; 0.076% of 410,000 active;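 further: potency means the concentration at half of the fitted maximal effect; on the % scale 0 is the no-effect control and ±100 the full control effect; nearly all actives have a fitted effect of over 60% in size; hits raise eYFP signal because A3G escapes Vif-driven loss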
#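 HeLa cells stably expressing Vif and C-terminally eYFP-tagged A3G, seeded overnight at 37 deg C, then exposed to compound by pintool overnight at 37 deg C. Rise in yellow fluorescence (Ex 488/Em 500-530, Acumen) marks blocked Vif-driven A3G degradation.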
# Vif-APOBEC3F blk – blocks the Vif interaction with APOBEC3F; Potency, µM (top dose mostly 46.1 µM), inactives show at the highest dose activity, negative = active; HeLa A3F-eYFP + Vif (tagged APOBEC3F with the HIV-1 protein that degrades it), YFP fluorescence increase; 0.2% of 390,000 active; further: potency means the concentration at half of the fitted maximal effect; % of control where 0% means no effect; nearly all actives have a fitted effect of over 65% in size
#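 HeLa cells stably expressing A3F-eYFP plus Vif, plated and incubated overnight at 37 deg C, then exposed to compounds overnight at 37 deg C. Blocked degradation read as raised yellow fluorescence (Ex 488/Em 500-530).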
# GRP78 ERSR act – ER stress response induction in glioma | 0.02% of 420,000 active | U87-MG GRP78 promoter luciferase reporter, 16 h | Potency, µM, for inactives: at the top dose activation, hits mostly activators; further: potency means the concentration at half of the fitted maximal effect; series mostly up to about 76 µM; % of control where 0% means no effect; nearly all actives have a fitted effect of over 35% in size
#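 Stably transfected U87-MG glioma cells carrying a GRP78-based luciferase sensor; 16 h compound incubation. Luminescence end-point read 10 min after Bright-Glo addition at room temperature.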
# TrxR1 inh – rat TrxR1 inhibition. O89049. recombinant rTrxR1, NADPH fluorescence consumption, selenite substrate. Potency, µM (series often up to 114 µM), without a hit: top-dose activity change, negative = inhibition, most hits filed as inhibitors. 1% of 390,000 active. AID 588453; further: potency means the concentration at half of the fitted maximal effect; on the % scale 0 is the no-effect control and ±100 the full control effect; nearly all actives have a fitted effect of over 65% in size
# Target sequence (O89049 whole entry, looked up): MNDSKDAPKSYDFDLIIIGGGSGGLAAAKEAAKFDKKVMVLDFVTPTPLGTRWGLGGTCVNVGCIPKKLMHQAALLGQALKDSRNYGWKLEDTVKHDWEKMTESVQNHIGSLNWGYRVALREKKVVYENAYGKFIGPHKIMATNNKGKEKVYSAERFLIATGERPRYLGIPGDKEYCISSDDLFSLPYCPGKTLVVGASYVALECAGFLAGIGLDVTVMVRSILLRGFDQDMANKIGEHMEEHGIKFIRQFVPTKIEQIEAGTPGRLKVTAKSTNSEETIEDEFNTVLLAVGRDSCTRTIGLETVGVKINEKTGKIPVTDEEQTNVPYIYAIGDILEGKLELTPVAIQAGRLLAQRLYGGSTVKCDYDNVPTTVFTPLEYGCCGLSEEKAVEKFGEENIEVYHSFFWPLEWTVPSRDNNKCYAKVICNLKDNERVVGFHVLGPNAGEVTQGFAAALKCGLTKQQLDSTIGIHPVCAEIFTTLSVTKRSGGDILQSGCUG
#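 Rat TrxR1 (90 nM in the dispensed reagent) was pre-reduced with 400 uM NADPH for 5 min at room temperature, then incubated with compound for 15 min. After 400 uM selenite was added, NADPH fluorescence (Ex 340/Em 450 nm) was followed for 8 min.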
# USP1 inh – USP1/UAF1 (human) deubiquitinase inhibition | O94782 | recombinant USP1/UAF1, Ub-Rhodamine cleavage fluorescence | 0.23% of 390,000 active | Potency, µM (titrated, usually from 57.1 µM), for inactives: at the top dose activity change, negative = inhibition, actives largely listed as inhibitors | AID 743255; further: potency means the concentration at half of the fitted maximal effect; on the % scale 0 is the no-effect control and ±100 the full control effect; nearly all actives have a fitted effect of over 60% in size; inactives centre near -12
#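 USP1/UAF1 complex at 1 nM was preincubated with compound for 15 min at room temperature, then Ub-Rho substrate (150nM final) was added. Fluorescence (480/540 nm) was read kinetically, 6 reads every 60 seconds.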
# mIDH1 inhibitor – blocks human mutant IDH1 R132H enzyme; O75874; IDH1-R132H enzyme, NADPH consumption, diaphorase/resazurin fluorescence; Potency, µM (highest dose often 76.6 µM), without a hit: at the highest dose activity change, negative = inhibition, usual class: inhibitors; 0.093% of 390,000 active; AID 602179; further: potency means the concentration at half of the fitted maximal effect; on the % scale 0 is the no-effect control and ±100 the full control effect; nearly all actives have a fitted effect of over 65% in size
# Target sequence (O75874 whole entry R132H, stated change not applied): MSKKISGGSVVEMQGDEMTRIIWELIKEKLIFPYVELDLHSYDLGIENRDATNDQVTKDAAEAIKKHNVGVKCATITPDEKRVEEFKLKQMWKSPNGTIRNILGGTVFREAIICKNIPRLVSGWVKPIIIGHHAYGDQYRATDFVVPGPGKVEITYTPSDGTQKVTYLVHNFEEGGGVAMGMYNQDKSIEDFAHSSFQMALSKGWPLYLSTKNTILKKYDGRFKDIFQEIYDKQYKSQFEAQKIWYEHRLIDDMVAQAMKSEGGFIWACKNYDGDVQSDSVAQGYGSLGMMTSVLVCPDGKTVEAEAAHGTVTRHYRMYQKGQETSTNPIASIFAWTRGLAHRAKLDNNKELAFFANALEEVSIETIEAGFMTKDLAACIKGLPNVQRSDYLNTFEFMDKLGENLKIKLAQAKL
#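 IDH1-R132H (0.5 ug/mL dispensed) in pH 7.5 Tris buffer was preincubated 30 min with compound, then given a substrate mix of 0.016 mM NADPH and 2 mM alpha-KG for 80 min at room temperature; remaining NADPH was read by diaphorase/resazurin fluorescence.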
# LDHA inh – LDHA (human) enzyme inhibition; P00338; purified LDHA, NADH/diaphorase-resazurin fluorescence; stronger effect = lower value; activity change, % (values are at about 110 or 230 µM); 0.15% of 480,000 active; AID 1347041; in the data active means activity change below about -30%; inconclusive means mostly about -25% to -30%;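 further: plate controls were DMSO wells for no effect and wells without enzyme for full effect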
#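 Human LDH5 (2 nM) was incubated with 0.06 mM NADH and 0.2 mM pyruvate for 5 min at room temperature in Tris pH 7.4. Remaining NADH was coupled through diaphorase/resazurin, and resorufin fluorescence was read at 0 and 20 min.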
# RGS4 inhibitor – inhibitors of human regulator of G protein signaling 4. Potency, µM (series often up to 114 µM), for the others: top-dose activity change, negative = inhibition, most hits filed as inhibitors. 0.039% of 390,000 active. P49798. AID 504845. Transcreener GDP fluorescence polarization, RGS4-accelerated GTP hydrolysis; further: potency means the concentration at half of the fitted maximal effect; on the % scale 0 is the no-effect control and ±100 the full control effect; nearly all actives have a fitted effect of over 75% in size; some results filed as inactive show a strong effect at the top dose
#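 MLSMR compounds (23 nl, pin-transferred) preincubated 10 min at room temperature with a 500nM (2x) first reagent, then RGS4 at 900nM (2x) plus Transcreener GDP mix added; fluorescence polarization (620/688 nm) read before and after 90 min at 30 °C.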
# TrxR1 substrate – substrates of rat thioredoxin reductase 1; purified TrxR1 substrate turnover, NADPH consumption readout; Potency, µM (doses to about 114 µM), without a hit: at the top dose activity change, negative = substrate turnover; O89049; 0.01% of 390,000 active; further: potency means the concentration at half of the fitted maximal effect; on the % scale 0 is the no-effect control and ±100 the full control effect; nearly all actives have a fitted effect of over 50% in size
#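 Rat TrxR1, dispensed at 90 nM, was prereduced with 400 uM NADPH (final) for 5 min at ~22 deg C, then incubated with compound 15 min before 400 uM selenite. A first-read NADPH fluorescence drop versus no-compound background flagged substrates.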
# An asterisk follows results filed as active; ? = inconclusive; · = no result given; [ ] = dose if it differs, or a comment. Unless noted, the call rests on the fitted dose curve; in most records, active means well fitted curve in the direction sought with a large enough effect; inconclusive means small, poorly fitted or top-dose-only effect, or another doubt; inactive means no such curve, though single readings can be large; an effect the other way counts as inactive or inconclusive. These rows are one share of the data, so the mix of outcomes need not match the whole.
mol	Vif-A3G inh	Vif-APOBEC3F blk	GRP78 ERSR act	TrxR1 inh	USP1 inh	mIDH1 inhibitor	LDHA inh	RGS4 inhibitor	TrxR1 substrate
COc1ccc(CC(=O)NNC(=O)COc2ccc(Br)cc2C)cc1OC	1%	-8%	-4%	6%	5%	-4%	-5	21%	0%
O=C(CSc1nc2c(oc3ccccc32)c(=O)n1-c1ccccc1F)Nc1ccccc1	5%	2%	-2%	23%	-17%	0%	-1	-7%	4%
CCOC(=O)COn1c2c(c3c4no[n+]([O-])c4ccc31)CCCC2	-2%	-3%	-2%	-1%	0%	2%	1	0%	-3%
CC1(C)CC(CC(=O)Nc2ccccc2[N+](=O)[O-])C(=O)O1 (stereo not given)	-5%	-9%	-4%	-3%	-14%	0%	0	-14%	-2%
COC(=O)[C@]1(Cc2ccccc2)N[C@H](CN(C)C(C)=O)[C@@H]2C(=O)N(C)C(=O)[C@@H]21	-10%	-5%	1%	23%	-22%	4%[38.3 µM]	-1	-3%	8%
CC(=C1C(=O)c2ccccc2C1=O)N1CCC(C(N)=O)(N2CCCCC2)CC1	1%	-2%	3%	?	-12%	11%	13	-26%	3%[57.1 µM]
Cc1ccc(CN2C(=O)C(C)Oc3ccccc32)cc1 (stereo not given)	-4%	3%	1%	14%	-28%	-6%	1	-11%	1%
Nc1nccnc1C(=O)OCC(=O)N1CCN(S(=O)(=O)c2ccc(Cl)cc2)CC1	1%	3%	-2%	-8%	-2%	5%	-2	-15%	347%[activator]
CN(C)CC(C)(C)CNC(=S)NCc1ccc2c(c1)OCO2	0%	-10%	-3%	2%	1%	-3%	-20	5%	-4%
Cc1ccc(S(=O)(=O)N2CCCN(C(=O)CNC(=O)c3cccc(C)c3)CC2)cc1	0%	1%	-1%	14%	-20%	7%	3	-24%	6%
C=CCSc1nnc(NC(=O)CSc2ccccn2)s1	-8%	-2%	-2%	12%[57.1 µM]	-16%	6%	-7	-26%	5%[57.1 µM]
CCCCN(C)Cc1c(C)[nH]c2c(ccc3ccccc32)c1=O	-1%	-8%	-2%	12%	-14%	-8%	0	30%	10%
O=C(C(Cc1ccccc1)N1C(=O)c2ccccc2C1=O)N1c2ccccc2CCc2ccccc21 (stereo not given)	1%	-1%	-1%	35%	-9%	-1%	-9	8%	0%
COc1ccc(CCNC(=O)C2CC(=O)N(CCc3ccc(C)cc3)C2)cc1OC (stereo not given)	0%	19%	-5%	13%	-16%	2%	-1	13%	-3%
O=C(C1=C(O)C(=O)N(Cc2ccco2)C1c1cccc(Cl)c1)c1ccco1 (stereo not given)	2%	1%	0%	?	-14%	24%	-1	6%	-6%
FC(F)(F)c1ccc(NC2=NCCC2)cc1	0%	-5%	-6%	-3%	3%	0%	-3	-8%	-5%
Oc1ccc(Br)cc1/C=N/Nc1ccccn1	-3%	1%	-3%	-2%[57.1 µM]	-24%	9%	-6	-14%	-5%[57.1 µM]
S=C(NCCc1ccncc1)Nc1cccc2ccccc12	0%	5%	-4%	-2%[57.1 µM]	-10%	-4%	-5	4%	7%[57.1 µM]
C[C@H](NC(=O)OC(C)(C)C)c1nnc(SCC(=O)Nc2ccc(Br)cc2)o1	-8%	-1%	-5%	7%	-13%	4%	-9	30%	-1%
Cc1ccc(Oc2nnc(-c3ccc(C)cc3)c3ccccc23)cc1	0%	3%	6%	7%	-14%	8%	-5	-50%	0%
CCOC(=O)CNS(=O)(=O)c1ccc(C(=O)O)cc1	-8%	-7%	-5%	1%[11.4 µM]	-21%	4%	-1	-7%[11.4 µM]	5%[11.4 µM]
CCOc1cc(/C=C2\NC(=S)N(c3c(C)n(C)n(-c4ccccc4)c3=O)C2=O)ccc1O	-8%	0%	-2%	-33%	-9%	-4%	6	-22%	-18%
Cc1ccccc1CN1CCN(Cc2ccccc2C(F)(F)F)CC1	-4%	-16%	-4%	5%	-18%	10%	-39*	-10%	4%
Cc1cc([N+](=O)[O-])ccc1NC(=O)CSc1nncn1-c1ccccn1	-10%	13%	0%	-10%	-21%	0%	-5	-14%	-7%
CCCCNC(=O)c1ccc(CNS(=O)(=O)c2ccc(Br)cc2)cc1	5%	-10%	-3%	7%	-24%	-7%	-7	8%	-3%
Cc1ccc(OCC(O)CNS(=O)(=O)c2ccccc2C(=O)O)cc1 (stereo not given)	1%	·	-3%	4%	-5%	12%	-4	-9%	-2%
CC(C)(C)NC(=O)C(c1ccncc1)N(C(=O)Cn1nnc(-c2cccs2)n1)C1CCCCC1 (stereo not given)	1%	10%	1%	1%[57.1 µM]	-8%	-9%	-5	12%	4%[57.1 µM]
CCc1c(C)nc2[nH]nc(NC(=O)C(F)(F)F)n2c1=O	-2%	-6%	-2%	21%	-21%	5%	1	-11%	9%
CCCNC(=O)c1cccc(S(=O)(=O)N2CC3(C)CC2CC(C)(C)C3)c1 (stereo not given)	-5%	-5%	-5%	11%	-17%	2%	2	0%	-1%
c1ccc(CCc2nc(-c3ccccc3)no2)cc1	2%	4%	-1%	24%[57.1 µM]	-3%	10%	-3	28%	9%
COC(=O)c1c(C)oc(C)c1S(=O)(=O)NCc1ccc(OC)cc1	1%	-2%	0%	24%	-15%	2%	-1	4%	-3%
Cn1c(Br)nc2c1c(=O)n(CC(O)COc1ccccc1)c(=O)n2C (stereo not given)	0%	1%	-7%	-10%	-6%	13%	-2	0%[11.4 µM]	-9%
Cc1ccc(C(=O)NCCSc2ccc(Cl)cc2)cc1[N+](=O)[O-]	0%	1%	-4%	5%[57.1 µM]	-10%	0%	-6	-27%	-16%
CN1/C(=C\C(=O)Nc2cccc(Cl)c2)C(C)(C)c2ccccc21	-2%	-7%	-2%	?	-20%	-1%	2	9%	-14%
CCN(CC)CCCn1c2c(c(SCC(=O)Nc3nccs3)nc1=O)CCC2	2%	?	-1%	19%[57.1 µM]	-16%	-10%	-4	-4%	7%[57.1 µM]
O=C(Nc1ccon1)c1ccc(Cl)c(S(=O)(=O)N2CCCCC2)c1	1%	12%	-3%	15%	-9%	-1%	-1	-14%	7%
CCN(CC)S(=O)(=O)c1ccc(N2CCOCC2)c(NC(=O)COc2ccccc2)c1	-1%	-23%	-5%	19%	-21%	-2%	2	-23%	1%
CC(C)(C)NC(=O)CSc1nnc(-c2ccco2)n1Cc1ccco1	-1%	-8%	-1%	?	1%	1%	3	4%	1%
CCCCC(CC)CNC(=O)CN(C)S(=O)(=O)c1ccc2c(c1)c(=O)n(C)c(=O)n2C (stereo not given)	1%	-5%	1%	20%	-19%	3%	2	8%	9%
Cc1ccc(OCCC(=O)OCC(=O)NNC(=O)c2ccccc2)cc1	0%	1%	-2%	20%	-8%	3%	-4	14%	9%
CC1(C)CC(CC(=O)O)CC(C)(C)N1	2%	-19%	-2%	11%[57.1 µM]	-11%	-8%	-7	15%	6%[57.1 µM]
COCCN(CC(=O)Nc1cccc(C)c1C)C(=O)c1ccc(-n2cccn2)cc1	-1%	-3%	-3%	13%	-25%	21%	-3	3%	3%
O=C(COc1ccccc1)Nc1ccccc1Cl	1%	-1%	5%	11%	-23%	5%	-1	-8%	1%
CCOC(=O)C1CCCN(c2nc3ccccc3nc2NS(=O)(=O)c2ccc(C)cc2)C1 (stereo not given)	1%	10%	-6%	4%	-26%	-5%	-1	-6%	-5%
Cn1cc(S(=O)(=O)c2cccc(Cl)c2)c(=O)c2cc(F)c(N3CCN(c4ccccc4)CC3)cc21	-7%	0%	0%	7%	17%	-9%	-4	7%	-8%
Cc1ccc(-c2cc(-c3n[nH]c(=S)n3C)c3ccccc3n2)cc1	-15%	7%	2%	?	-17%	2%	-6	-32%	-18%
CCOC(=O)c1c(OCCO)nn(-c2ccccc2)c1N	0%	-1%	-1%	17%[57.1 µM]	?	0%	-3	-19%	-1%
Cc1cc(CNC(=O)c2cc(COc3ccc(F)c(F)c3)on2)nn1C	-1%	4%	-3%	-12%	-5%	9%	3	17%	-14%
COc1ccc(NC(=O)CN2C(=O)NC(c3ccccc3)(c3ccccc3)C2=O)cc1OC	-7%	3%	-5%	31%[activator]	-16%	-1%	1	-6%	-1%
Cc1ccc(C)c(Nc2nnc(-n3nc(C)cc3C)c3ccccc23)c1	2%	1%	-6%	0%	-14%	5%	-17	19%	-5%

# Part of the list above in order of number of heavy atoms, descending.
mol	Vif-A3G inh	Vif-APOBEC3F blk	GRP78 ERSR act	TrxR1 inh	USP1 inh	mIDH1 inhibitor	LDHA inh	RGS4 inhibitor	TrxR1 substrate
COCCN(CC(=O)Nc1cccc(C)c1C)C(=O)c1ccc(-n2cccn2)cc1	-1%	-3%	-3%	13%	-25%	21%	-3	3%	3%
Cc1ccc(C)c(Nc2nnc(-n3nc(C)cc3C)c3ccccc23)c1	2%	1%	-6%	0%	-14%	5%	-17	19%	-5%
Cc1ccc(-c2cc(-c3n[nH]c(=S)n3C)c3ccccc3n2)cc1	-15%	7%	2%	?	-17%	2%	-6	-32%	-18%

# From PubChem BioAssay
